# NPSR antagonist – neuropeptide S receptor (human) antagonism, cAMP | Q6W5P4 | CHO-NPSR cells, cAMP TR-FRET, antagonist mode | Potency, µM (doses to about 38.3 µM), inactives show at the highest dose activity change, negative = inhibition, actives largely listed as inhibitors | hit rate 1% among 220,000; further: potency means the concentration at half of the fitted maximal effect; on the % scale 0 is the no-effect control and ±100 the full control effect; nearly all actives have a fitted effect of over 50% in size; many of its hits are not listed in these tables
# TexasRed fluor – counter-screen for TRb-SRC2 inhibitors: fluorescence interference | TRb/SRC2 Texas Red total fluorescence interference | hit rate 0.29% among 280,000 | Potency, µM (top dose mostly 106 µM), inactives show top-dose fluorescence change, negative = quenching; active means well fitted curve in either direction with a large enough effect; inconclusive means small, poorly fitted or top-dose-only effect; further: potency means the concentration at half of the fitted maximal effect; on the % scale 0 is the no-effect control and ±100 the full control effect
#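 Human TRb ligand-binding domain at 0.6 uM with 20 nM Texas Red SRC2 peptide in Tris buffer containing 1 uM T3 and 5% DMSO, incubated with compound 5 h at ambient temperature. Total fluorescence (555/632 nm) calculated as parallel + 2 × perpendicular.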
# aGal spleen mod – inhibitors or activators of human alpha-galactosidase in spleen homogenate; P06280; AID 2107; human spleen homogenate, 4MU-alpha-Gal fluorescence, 40 min; hit rate 0.008% among 240,000; Potency, µM (series often up to 80 µM), inactives show at the highest dose activity change, negative = inhibition, hits mostly inhibitors;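 further: potency means the concentration at half of the fitted maximal effect; 0% = enzyme with vehicle and -100% = no enzyme basal signal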
#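 qHTS titration in buffer at pH 5.0. Alpha-galactosidase activity in spleen homogenate was measured via 4-methylumbelliferone release from 1 mM fluorogenic substrate after 40 min at 37C and a pH 10 stop. AC50 came from Hill fits of control-normalized data.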
# Epigenetic reg – derepresses silenced GFP reporter in murine cells; murine LDR cells, GFP reporter derepression, 30 h; Potency, µM (titrated, usually from 53.9 µM), without a hit: at the highest dose GFP activation, usual class: activators; hit rate 0.2% among 280,000; further: potency means the concentration at half of the fitted maximal effect; % of control where 0% means no effect; nearly all actives have a fitted effect of over 60% in size
#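 Murine LDR cells bearing a silenced CMV-driven GFP reporter were exposed to compound for 30 h at 37 C. After PBS washes, GFP-positive cells (20-120 um objects) counted by laser-scanning microplate cytometry.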
# TRb SRC2 PPI – disrupts binding of human TR beta to SRC2 | P10828 | TRbeta-SRC2 peptide binding, fluorescence polarization; receptor liganded with 1 µM T3 | Potency, µM (titrated, usually from 106 µM), for inactives: top-dose activity change, negative = inhibition, actives largely listed as inhibitors | hit rate 0.065% among 280,000;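 further: potency means the concentration at half of the fitted maximal effect; plate controls were bound peptide for no effect and peptide without receptor for full effect; nearly all actives have a fitted effect of over 50% in size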
#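 TRb LBD 0.6 uM + Texas Red SRC2 peptide 20 nM, 1 uM T3, Tris buffer w/ 5% DMSO; compound pinned, 5 h RT; FP read ex 555/em 632; normalized to unbound and bound controls.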
# Tau fibril FP – inhibitors of human tau fibril formation; K18 P301L tau heparin fibrillization, Alexa594 FP, 6 h; Potency, µM (series often up to 57.7 µM), for the others: top-dose activity, negative = inhibition, most hits filed as inhibitors; hit rate 0.39% among 280,000; AID 1468; further: potency means the concentration at half of the fitted maximal effect; on the % scale 0 is the no-effect control and ±100 the full control effect; nearly all actives have a fitted effect of over 55% in size
# Target sequence (P10636 561-689 P618L limits assumed): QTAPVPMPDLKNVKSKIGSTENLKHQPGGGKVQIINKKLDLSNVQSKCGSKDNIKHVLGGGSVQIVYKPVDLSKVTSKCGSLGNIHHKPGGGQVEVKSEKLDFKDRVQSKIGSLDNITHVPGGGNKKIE
#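 Human K18 P301L fragment (15 uM unlabeled plus 0.24 uM Alexa 594-labeled) in 100 mM sodium acetate pH 7 with compound, aggregation induced by 20 uM heparin for 6 hr at 37 C. ThT (30 uM) added for 1 hr, then Alexa 594 FP read.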
# CBFb RUNX1 block – inhibitors of human CBF-beta and RUNX1 interaction; Q01196+Q13951; AlphaScreen CBFb-His/RUNX1-biotin binding, biochemical; 230,000 tested, under 10 active; Potency, µM (titrated, usually from 59.8 µM), without a hit: at the highest dose activity, negative = inhibition, actives largely listed as inhibitors; AID 1477; further: % of control where 0% means no effect
# Target sequence (Q01196 whole entry, looked up): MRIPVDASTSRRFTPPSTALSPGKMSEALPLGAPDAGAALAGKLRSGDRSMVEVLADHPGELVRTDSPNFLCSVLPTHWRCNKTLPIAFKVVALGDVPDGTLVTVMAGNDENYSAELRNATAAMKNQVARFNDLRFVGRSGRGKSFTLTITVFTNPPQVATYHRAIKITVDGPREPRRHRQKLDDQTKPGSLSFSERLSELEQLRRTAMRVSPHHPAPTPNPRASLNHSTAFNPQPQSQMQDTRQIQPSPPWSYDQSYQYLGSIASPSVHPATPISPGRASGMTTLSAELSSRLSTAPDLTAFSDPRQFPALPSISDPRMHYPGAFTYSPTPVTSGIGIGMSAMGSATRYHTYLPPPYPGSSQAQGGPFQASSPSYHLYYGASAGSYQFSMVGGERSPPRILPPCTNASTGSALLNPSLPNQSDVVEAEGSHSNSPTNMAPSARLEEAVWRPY
# Target sequence (Q13951 whole entry, looked up): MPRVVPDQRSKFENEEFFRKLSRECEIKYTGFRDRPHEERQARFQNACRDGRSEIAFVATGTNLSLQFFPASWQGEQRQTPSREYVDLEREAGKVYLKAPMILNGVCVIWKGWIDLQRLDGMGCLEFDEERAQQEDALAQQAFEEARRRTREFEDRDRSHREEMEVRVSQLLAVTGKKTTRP
#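 AlphaScreen proximity signal reports loss of binding between His-tagged CBF-beta and biotin-labelled RUNX1, each at 30 nM. Proteins are pre-associated for 20 minutes, compounds added for 15 minutes, then beads for 90 minutes, all at ambient temperature.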
# Tau fluor counter – counter-screen for tau fibril formation inhibitors; hit rate 0.93% among 280,000; Potency, µM (highest dose often 57.7 µM), inactives show top-dose activity change, negative = decrease; tau K18 P301L Alexa594 fluorescence, heparin fibrillization; further: potency means the concentration at half of the fitted maximal effect; on the % scale 0 is the no-effect control and ±100 the full control effect; nearly all actives have a fitted effect of over 55% in size
#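 Human tau K18 P301L (15 uM unlabeled, 0.24 uM Alexa 594-labeled) in 100 mM sodium acetate pH 7 with 20 uM heparin, 6 hr at 37 C. ThT 30 uM added, 1 hr ambient; Alexa 594 FP and total fluorescence read at 555/632 nm.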
# Active calls of the source: *; ? = inconclusive; . = not tested or not shown; [ ] = dose if it differs, or a comment. Unless noted, the call rests on the fitted dose curve; in most records, active means well fitted curve in the direction sought with a large enough effect; inconclusive means small, poorly fitted or top-dose-only effect, or another doubt; inactive means no such curve, though single readings can be large; an effect the other way counts as inactive or inconclusive. Some of the compounds tested (hit frequency here may not be typical).
cpd	Molecule	NPSR antagonist	TexasRed fluor	aGal spleen mod	Epigenetic reg	TRb SRC2 PPI	Tau fibril FP	CBFb RUNX1 block	Tau fluor counter
1	O=C(Nc1cccc(C(F)(F)F)c1)Oc1ccc(Cl)c2cccnc12	?	-3.9%	2.7%	?	6.5%	20µM*	-4.8%	?
2	c1ccc(OCc2nn3c(-c4cccnc4)nnc3s2)cc1	-13.4%[7.67 µM]	0.7%	14.1%	-4.0%	-25.0%	-0.1%	4.8%	5.0%
3	O=C(NC(=S)Nc1ccccc1N1CCCC1)c1ccc(F)cc1	?	-4.5%	-1.1%	-0.1%	0.8%	1.0%	11.9%	-10.1%
4	Cc1ccc(-n2c(=O)c3sccc3n(Cc3cc(=O)n4ccccc4n3)c2=O)cc1F	-5.8%[46.1 µM]	6.5%	7.1%	1.3%	2.1%	3.7%	-4.2%	-0.5%
5	O=C1CCCN1c1ccc(S(=O)(=O)NCCc2ccc(Cl)cc2)cc1	-15.9%[46.1 µM]	-5.3%	-5.0%	0.1%	-2.8%	-2.6%	-3.9%	-16.8%
6	COC(=O)C(Cc1c[nH]c2ccccc12)NC(=O)C(C)C (stereo not given)	-1.5%[46.1 µM]	0.5%	1.7%	1.7%	7.1%	-3.5%	3.0%	-10.7%
7	O=C(/C=C/c1ccccc1)OCc1cnc(Cl)s1	-2.2%	-0.5%	-0.5%	-3.1%	-4.2%	0.8%	26.6%	1.0%
8	O=C(CSc1nnnn1-c1ccc(O)cc1)Nc1ccc(N2CCOCC2)c(Cl)c1	-7.1%[46.1 µM]	-0.8%	4.3%	-0.7%	1.1%	2.9%	3.7%	?
9	C[C@]12CCC(=O)C=C1CCC1C2C(O)C[C@]2(C)C1CC[C@]2(O)C(=O)COC(=O)CCC(=O)O (stereo not given in full)	.	0.0%	3.6%	-1.3%	0.5%	-1.2%	16.3%	-4.6%
10	COC(=O)c1c(C)[nH]c(C(=O)/C=C/c2ccccc2F)c1C	35.2%	0.6%	1.2%	0.1%	-0.5%	1.3%	5.1%	-12.2%
11	COC(=O)[C@@H](NC(=O)Nc1ccc(OC)cc1)C(C)C	8.2%[46.1 µM]	-8.4%	6.1%	1.0%	-5.7%	-6.8%	-1.5%	-5.7%
12	CCOC(=O)C1C(c2ccc([N+](=O)[O-])cc2)C2C(=O)NN=C2CC1(C)O (stereo not given)	11.3%	-0.6%	6.2%	-0.3%	3.0%	-0.5%	6.8%	-3.2%
13	COc1ccc(NC(=O)CN2CCN(c3ccccc3F)CC2)cc1	-20.9%[46.1 µM]	0.1%	-2.8%	-0.8%	-1.9%	-4.2%	0.8%	-8.6%
14	Cc1cc(C(=O)N/N=C/C(Cl)=C/c2ccccc2)c(C)o1	46.6%	0.8%	-8.2%	0.1%	5.2%	-5.3%	-0.5%	-13.2%
15	O=C(NCCCN1CCN(c2ccccc2F)CC1)C1CCCN(S(=O)(=O)c2cnc[nH]2)C1 (stereo not given)	8.6%[46.1 µM]	1.5%	1.4%	0.7%	8.3%	-1.3%	0.8%	3.5%
16	COc1ccc(OC)c(/C=C(/C#N)c2nc(-c3ccc(-c4ccccc4)cc3)cs2)c1	.	3.7%	.	-0.8%	4.6%	-5.3%	.	-1.3%
17	CCOC(=O)CC(=O)CSc1nnc2sc3ccccc3n12	2.3%[46.1 µM]	-0.3%	6.7%	0.0%	-7.4%	-6.9%	-2.2%	-7.9%
18	NC(=O)[C@H]1CC2(CC(c3cccc(NC(=O)[C@H]4CCC(=O)N4)c3)=NO2)CN1C(=O)c1cc([N+](=O)[O-])cc([N+](=O)[O-])c1 (stereo not given in full)	18.2%	-1.8%	3.7%	4.1%	-1.6%	-0.4%	?	5.5%
19	Fc1ccc(-c2cc(-c3nc(-c4ccccc4)no3)[nH]n2)cc1	.	0.0%	.	-4.0%	-5.1%	-5.6%	.	-12.9%
20	COc1cc(/C=C/C(=O)c2ccc(NS(=O)(=O)c3ccc(C)cc3)cc2)cc(OC)c1O	?	-10.3%	-5.0%	4.9%	3.3%	14.9%	-6.6%	14.1µM*[quencher]
21	CC(/C=C/c1ccccc1)=N\Nc1ccccc1[N+](=O)[O-]	-6.3%	-5.1%	-3.3%	-1.1%	1.6%	1.8%	.	-23.6%
22	O=C(NCc1nc2ccccc2[nH]1)C1=C[C@H](c2csc3ccccc23)C[C@H](OCc2ccc(CO)cc2)O1	-22.9%	-1.4%	7.2%	3.1%	11.8%	?	-8.6%	-27.5%
23	COC(=O)c1ccc(SCC(=O)NC2CCCCC2)c([N+](=O)[O-])c1	-47.3%	1.0%	2.4%	-1.0%	1.1%	-1.0%	-6.7%	-11.6%
24	Cc1nc(-c2ccc(S(=O)(=O)N3CCN(c4cc(Cl)ccc4C)CC3)cc2)co1	.	-0.9%	.	0.0%	0.8%	-4.7%	.	-24.2%
25	CCOc1ccccc1CNc1ncnc2c1nc1n2CCCC1	.	?	.	1.2%	-1.1%	-2.0%	.	-6.0%
26	O=C1NC(=O)/C(=C/c2ccccc2Oc2ccc(Cl)cc2)S1	0.0%[46.1 µM]	-4.3%	4.8%	-1.0%	-7.6%	-3.8%	6.6%	-8.1%
27	Cc1ccc(-c2cc(C(=O)Nc3cc(C)on3)no2)cc1	-11.1%	-1.9%	-4.9%	-0.1%	-2.3%	10.0%	0.1%	-1.8%[2.34 µM]
28	COCCSc1ncnc2c1oc1nc3c(cc12)COC(C)(C)C3	0.4%	-6.6%	8.7%	1.5%	-2.3%	1.1%	10.3%	-7.0%
29	Cc1nc(C)c(C(=O)N/N=C/c2cn(C)c3ccccc23)s1	?	-4.3%	-1.5%	0.1%	4.4%	7.0%	-5.4%	-27.6%
30	COCCN(C(=O)c1csnn1)C(C(=O)NC1CCCCC1)c1sccc1C (stereo not given)	-10.8%[46.1 µM]	-1.8%	13.7%	4.5%	-26.8%	2.4%	0.6%	-3.4%
31	CCCNC(=O)NC(=O)CSc1ccc2c(c1)OCCO2	-8.7%[46.1 µM]	-1.4%	9.4%	0.7%	-11.4%	-1.2%	2.2%	-2.4%
32	CC(=O)N1CCCc2cc(S(=O)(=O)N3CCCC(C(=O)N4CCN(c5cccc(Cl)c5)CC4)C3)ccc21 (stereo not given)	.	-2.9%	.	1.1%	3.7%	15.6%	.	-9.6%
33	COc1ccc(/C=N/NC(=O)c2ccccc2O)cc1Cn1cc([N+](=O)[O-])cn1	2.7%	-0.9%	6.7%	-1.2%	-6.1%	0.7%	-3.1%	-19.7%
34	NC(=O)N/N=C/c1cc(Br)ccc1OC(=O)c1ccccc1	12.4%	-1.2%	10.4%	0.0%	-1.6%	9.3%	-4.3%	-9.2%
35	COc1cc(/C=C/C(=O)NNc2c(F)c(F)cc(F)c2F)ccc1OC(F)F	-9.6%[46.1 µM]	2.1%	10.0%	-1.5%	8.1%	-3.1%	1.1%	?
36	O=C(N/N=C/c1sc(N2CCOCC2)nc1-c1ccccc1)c1ccccc1O	-20.0%	-7.7%[53 µM]	-6.0%	-0.3%	2.3%[53 µM]	?	-24.1%	?
37	Cn1ncc([N+](=O)[O-])c1C(=O)Nc1nc2ccccc2n1CCN1CCCCC1	-10.0%[46.1 µM]	1.1%	3.3%	-1.5%	8.2%	2.8%	-5.4%	-4.1%
38	Cc1cccc(CSc2nnc(C)c(=O)n2N)c1	25.3%	-2.0%	-5.0%	-0.1%	-1.8%	-1.7%	3.5%	-1.0%
39	CCCCOc1ccc(-c2cc3c(=O)n(CC(=O)Nc4ccc(Cl)cc4Cl)ccn3n2)cc1	.	?	.	8.8%	-23.4%[53 µM]	-17.3%	.	-19.9%
40	CNC(=O)c1snnc1-c1ccccc1	?	2.2%	1.0%	13.3%	-3.7%	2.6%	1.1%	-8.7%
41	Cc1nn(CCc2n[nH]c(=S)n2C)c(C)c1Br	-9.9%[46.1 µM]	-2.3%	0.1%	-0.5%	-12.6%	5.1%	-1.3%	-1.3%
42	CCOc1ccc(-c2ncncc2-c2ccc(OC)cc2)c(O)c1	-22.9%[46.1 µM]	-2.0%	15.8%	-1.9%	-2.7%	5.3%	-2.9%	-19.2%
43	COc1ccccc1CNC(=O)CSc1nn2c(=O)c(C(C)(C)C)nnc2s1	-24.0%	-1.1%	3.4%	-1.8%	0.6%	-1.0%	-10.5%	-16.0%
44	Nc1nc(-c2ccc3c(c2)OCCO3)cs1	-8.7%[46.1 µM]	-3.0%	0.9%	-2.9%	0.0%	?	-7.9%	-26.5%
45	OCC(O)COc1cccc2ccccc12 (stereo not given)	.	-1.9%	1.6%	0.0%	5.3%	-6.4%	-9.8%	-6.0%

# Only TexasRed fluor, for some of the entries so far:
item | structure | TexasRed fluor
36 | O=C(N/N=C/c1sc(N2CCOCC2)nc1-c1ccccc1)c1ccccc1O | -7.7%[53 µM]
37 | Cn1ncc([N+](=O)[O-])c1C(=O)Nc1nc2ccccc2n1CCN1CCCCC1 | 1.1%

# (further entries)
cpd	Molecule	NPSR antagonist	TexasRed fluor	aGal spleen mod	Epigenetic reg	TRb SRC2 PPI	Tau fibril FP	CBFb RUNX1 block	Tau fluor counter
46	CC(=O)Nc1ccc(/C(C)=N/NC(=O)c2ccncc2)cc1	20.0%	0.5%	2.3%	0.1%	7.0%	2.9%	?	-1.4%
47	O=S(Cc1cc(Oc2ccccc2)nc(-c2ccccc2)n1)c1ccccc1 (stereo not given)	?	-3.0%	-13.4%	-1.1%	4.8%	-0.4%	3.7%	-17.8%
48	CC1CCN(C(=O)COC(=O)c2ccc3c(c2)OCO3)CC1	3.0%	-1.9%	-4.1%	1.3%	-14.2%	-2.5%	19.2%	-0.8%
49	CC(C)(CC(=O)O)CC(=O)NCc1c(Cl)cccc1Sc1ccc(Cl)cc1	28.8%	3.4%	11.9%	0.0%	-0.4%	5.3%	6.1%	-16.3%
50	O=C1/C(=C\Nc2ccc(OC(F)(F)F)cc2)CCN1c1ncccn1	-8.2%[46.1 µM]	-3.7%	8.2%	-0.7%	2.2%	-3.2%	-5.9%	-16.0%
